GLP-1R inv ag = GLP-1 receptor (human) inverse agonism; P43220; HEK293 GLP-1R CRE-luciferase, luminescence, 24 h; GLP-1R form is constitutively active; Potency, µM (doses to about 38.3 µM), without a hit: at the top dose activity change, negative = inhibition, most hits filed as inhibitors; 410,000 tested, 1.6% active; AID 624417; further: potency means the concentration at half of the fitted maximal effect; on the % scale 0 is the no-effect control and ±100 the full control effect; nearly all actives have a fitted effect of over 55% in size
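HEK293 cells stably co-expressing constitutively active GLP-1R and a cAMP-responsive luciferase reporter were seeded in DMEM with 10% Nu serum, given compounds after 12 h, and incubated 24 h at 37 deg C. Luminescence was then read.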
PTHR1 ag = PTHR1 (human) receptor agonism; HEK293 GP2 PTHR1 cells, GloSensor cAMP luminescence, 1 h; Q03431; 410,000 tested, 0.075% active; Potency, µM (titrated, usually from 115 µM), for inactives: at the top dose activation, usual class: activators; further: potency means the concentration at half of the fitted maximal effect; nearly all actives have a fitted effect of over 55% in size; some results filed as inactive show a strong effect at the top dose; inactives centre near -15; many of its hits are not listed in these tables
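HEK-293-derived GP2 cells expressing PTHR1 and a GloSensor cAMP reporter, 3,000/well, plated overnight, given luciferin plus IBMX (each 0.5 mM as added) for 1 h at 37 °C, then compound for 1 h at 37 °C. Luminescence was read after 15 min at room temperature.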
PI5P4K alpha inh = inhibitors of human PI5P4K alpha. 330,000 tested, 1.2% active. max response, %. PI5P4Kalpha enzyme, ADP-Glo luminescence, 60 min; stronger effect = lower value. P48426; active means max response of -50% or lower; inconclusive means between -30% and -50%; inactive means -30% or higher; further: value at the top dose of about 77 µM; on the % scale 0 is the no-effect control and ±100 the full control effect
Target sequence (P48426 whole entry, looked up): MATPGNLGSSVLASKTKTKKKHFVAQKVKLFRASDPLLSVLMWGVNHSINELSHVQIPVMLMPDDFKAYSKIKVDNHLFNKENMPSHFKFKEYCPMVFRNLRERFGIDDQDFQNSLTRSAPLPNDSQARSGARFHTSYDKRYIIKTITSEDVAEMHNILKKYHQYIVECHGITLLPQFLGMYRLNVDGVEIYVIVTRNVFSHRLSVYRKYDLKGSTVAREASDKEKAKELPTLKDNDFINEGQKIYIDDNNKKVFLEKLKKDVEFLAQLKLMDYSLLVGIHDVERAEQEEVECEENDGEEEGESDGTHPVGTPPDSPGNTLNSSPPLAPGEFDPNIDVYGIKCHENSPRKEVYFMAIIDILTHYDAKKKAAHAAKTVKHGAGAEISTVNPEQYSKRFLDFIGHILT
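Enzyme plus substrate dispensed, test compounds pinned in, then ATP (5 microM final) added. After 60 min at RT, ADP-Glo reagent 1 for 45 min and reagent 2 for 30 min preceded luminescence imaging.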
PLK1 PBD block = inhibitors of human PLK1 polo-box domain binding; 360,000 tested, 2.8% active; P53350; AID 720504; Plk1 PBD binding of FITC phosphopeptide, fluorescence polarization; Potency, µM, for the others: max response, negative = inhibition, actives largely listed as inhibitors; further: potency means the concentration at half of the fitted maximal effect; series mostly up to about 57 µM; on the % scale 0 is the no-effect control and ±100 the full control effect; nearly all actives have a fitted effect of over 65% in size
Target sequence (P53350 whole entry, looked up, the tested form may be a part): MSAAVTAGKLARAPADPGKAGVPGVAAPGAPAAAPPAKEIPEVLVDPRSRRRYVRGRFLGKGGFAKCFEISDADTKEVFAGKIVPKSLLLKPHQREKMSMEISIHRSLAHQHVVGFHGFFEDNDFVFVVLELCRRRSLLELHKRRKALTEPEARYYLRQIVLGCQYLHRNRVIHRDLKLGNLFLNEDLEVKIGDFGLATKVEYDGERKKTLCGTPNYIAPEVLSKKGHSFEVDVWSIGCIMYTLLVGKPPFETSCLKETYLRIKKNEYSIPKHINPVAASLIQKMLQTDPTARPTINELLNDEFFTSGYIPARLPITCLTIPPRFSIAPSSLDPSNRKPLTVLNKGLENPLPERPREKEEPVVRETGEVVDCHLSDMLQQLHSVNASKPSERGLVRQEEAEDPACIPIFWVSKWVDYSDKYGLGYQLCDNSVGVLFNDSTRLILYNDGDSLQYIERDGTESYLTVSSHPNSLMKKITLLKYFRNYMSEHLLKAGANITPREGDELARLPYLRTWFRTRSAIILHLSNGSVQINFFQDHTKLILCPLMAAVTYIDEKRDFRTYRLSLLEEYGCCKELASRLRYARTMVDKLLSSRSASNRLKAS
GLP1R cytotox = cytotoxic in the GLP-1 receptor inverse agonist counter-screen; HEK293 cAMP-luciferase reporter cells, luminescence, 24 h; 410,000 tested, 0.13% active; Potency, µM (highest dose often 38.3 µM), for inactives: at the top dose activity change, negative = inhibition, actives largely listed as inhibitors;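 further: loss of luciferase light is scored as toxicity; potency means the concentration at half of the fitted maximal effect; on the % scale 0 is the no-effect control and ±100 the full control effect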
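1536-well qHTS counterscreen of the MLSMR; 200 cells/uL, 12 h pre-incubation, 23 nL cpd, 24 h at 37 deg C 5% CO2, luciferase detection reagent, 12 min RT, luminescence. Inhibition = undesired.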
EPAC1 agonist = EPAC1 (human) agonism; O95398; EPAC1 agonist qHTS, biochemical assay; response scale: 100% = response to 6.5 mM cAMP; Potency, µM (top dose mostly 154 µM), inactives show at the top dose activation, actives largely listed as activators; 360,000 tested, 0.073% active; further: potency means the concentration at half of the fitted maximal effect; nearly all actives have a fitted effect of over 60% in size
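Compounds were pinned as a concentration titration into mixtures of EPAC1 (100 nM), BODIPY-GDP-loaded Rap1B (250 nM) and GDP (50 uM). After 5 min at room temperature, fluorescence was followed for 30 min; activity was scaled to 6.5 mM cAMP.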
GLP-1R agonist = agonists of human GLP-1 receptor | 380,000 tested, 0.007% active | P43220 | HEK293 GLP-1R CRE-luciferase, luminescence, 4-6 h; cells express a hypersensitive GLP-1R form | AID 624172 | Potency, µM (top dose mostly 45.6 µM), for the others: at the highest dose activation, actives largely listed as activators; further: potency means the concentration at half of the fitted maximal effect; % of control where 0% means no effect
IL2 activator = activates IL-2 in a cell-based reporter assay. 360,000 tested, 0.065% active. IL-2 activation reporter assay, cell-based qHTS; stimulated with anti-CD3/CD4/CD28 beads; in transgenic mouse T cells. activation, % (series mostly up to about 46 µM). AID 652025; in the data active means activation above about 50%; inconclusive means mostly about 30% to 49%; further: 0% is about no effect
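Screening format: compound pinned onto unstimulated transgenic mouse T cells, 60 min incubation, then anti-CD3/anti-CD4/anti-CD28 bead stimulation for 18 hours at 37 degrees C, followed by EGFP and DsRed detection.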
EPAC1 antag = antagonists of human EPAC1; EPAC1 GEF assay, Rap1b-BODIPY-GDP exchange fluorescence; Potency, µM (series often up to 115 µM), inactives show at the top dose activity change, negative = inhibition, most hits filed as inhibitors; 360,000 tested, 0.14% active;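 further: potency means the concentration at half of the fitted maximal effect; plate controls were vehicle for no effect and positive control for full effect; nearly all actives have a fitted effect of over 50% in size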
An asterisk follows results filed as active; i = inactive; ? = inconclusive; . = not tested or not shown; [ ] = remark or other dose. Unless noted, the call rests on the fitted dose curve; in most records, active means well fitted curve in the direction sought with a large enough effect; inconclusive means small, poorly fitted or top-dose-only effect, or another doubt; inactive means no such curve, though single readings can be large; an effect the other way counts as inactive or inconclusive.

No.	canonical_smiles	GLP-1R inv ag	PLK1 PBD block	GLP1R cytotox	GLP-1R agonist	IL2 activator	EPAC1 agonist	PTHR1 ag	EPAC1 antag	PI5P4K alpha inh
1	O=C1CCNCCN1[C@H](CO)c1ccccc1	13%	-11%	-1%	4%	-0.1	-7%	-20%	2%	-4
2	O=c1[nH]c(C2CCN(S(=O)(=O)c3ccc([N+](=O)[O-])cc3)CC2)nc2c1nnn2Cc1ccccc1	-11%	-1%	0%	9%	0.4	-7%	-15%	-6%	-1
3	C[C@H](CO)N1C[C@H](C)[C@@H](CN(C)S(=O)(=O)c2ccccc2)Oc2ccc(NC(=O)CCC(F)(F)F)cc2C1=O	7%	-9%	-7%	19%	-2.1	-9%	-3%	-8%	7
4	CC1CCCCN1S(=O)(=O)c1ccc2c(c1)CCN2C(=O)C1CCC1 (stereo not drawn)	9%	3%	-8%	26%	-1.5	13%	-22%[57.5 µM]	-5%	-1
5	c1cnn(-c2cc(N3CCOCC3)ncn2)c1	83%[activator]	-7%	6%	5%	-2.1	12%	-5%[57.5 µM]	0%	0
6	O=C(CSc1cn(CCNC(=O)c2ccccc2F)c2ccccc12)NCC1CCCO1 (stereo not drawn)	10%	0%	-5%	2%	-3.8	0%	i	-5%	-1
7	COc1ccc(NC(=S)NCCc2ccc(Cl)cc2)c(OC)c1	?	-3%	?	4%	2.5	10%	-19%	-26%	-1
8	CN(c1ccc(C(=O)N2CCN(Cc3ccccc3)CC2)cc1)S(=O)(=O)c1ccccc1	?	-15%	16%	9%	-0.7	3%	-38%	-9%	1
9	O=C(COc1cc(=O)n2c(n1)SCCC2)c1ccccc1	7%	-9%	-9%	6%	1.4	6%	-6%	1%	-5
10	O=S(=O)(c1ccccc1)c1nc(Cc2ccccc2)oc1N1CCOCC1	4%	-26%	0%	0%	-1.7	0%	i	-13%	-25
11	Cc1nnc(NC(=O)c2c(-c3ccccc3Cl)noc2C)s1	-10%	-6%	-5%	4%	-0.1	6%	i	-10%	0
12	COc1ccc(S(=O)(=O)N2CCOC2CNC(=O)C(=O)NCc2ccncc2)cc1C (stereo not drawn)	5%	2%	10%	6%	-0.7	-10%	i	-5%	3
13	N#Cc1cccc(S(=O)(=O)Nc2c(NC3CCCCC3)c3ccccc3oc2=O)c1	-23%	?	-13%	-5%	-2.3	15%	i	8%	6
14	Cc1nnc(CN(C)C(=O)CC2C(=O)NCCN2Cc2ccccc2C)o1 (stereo not drawn)	-3%	-13%	-9%	-2%	2.3	2%	0%	20%	1
15	COC(=O)c1cc(-c2ccc(F)cc2)n(-c2ccccc2)n1	?	-19%	7%	6%	-0.6	4%	-8%	-8%	1
16	CC(=O)NC(CC(=O)Nc1nc(-c2ccc(N(C)S(C)(=O)=O)cc2)cs1)c1ccccc1 (stereo not drawn)	13%	0%	-16%	9%	-0.4	2%	-25%	10%	1

Some of these compounds in order of the EPAC1 antag value, highest first.
# | structure | EPAC1 antag
16 | CC(=O)NC(CC(=O)Nc1nc(-c2ccc(N(C)S(C)(=O)=O)cc2)cs1)c1ccccc1 (stereo not drawn) | 10%
15 | COC(=O)c1cc(-c2ccc(F)cc2)n(-c2ccccc2)n1 | -8%
11 | Cc1nnc(NC(=O)c2c(-c3ccccc3Cl)noc2C)s1 | -10%

Next records.
No.	canonical_smiles	GLP-1R inv ag	PLK1 PBD block	GLP1R cytotox	GLP-1R agonist	IL2 activator	EPAC1 agonist	PTHR1 ag	EPAC1 antag	PI5P4K alpha inh
17	O=C(NCCc1c[nH]c2ccccc12)C(=O)NCC(c1ccco1)N1CCN(c2ccc(F)cc2)CC1 (stereo not drawn)	2%	6%	2%[1.53 µM]	6%	0.9	0%	-20%	12%	1
18	Cc1cccc(OC2(c3ccccc3)OC(=O)c3ccccc32)c1C (stereo not drawn)	-13%	-2%	6%	-4%	-1.1	18%	-15%	-5%	.
19	O=C(COc1ccccc1F)Nc1ccc(S(=O)(=O)N2CCCC2)cc1	-1%	3%	0%	4%	-0.4	0%	-23%	18%	-20
20	O=C(c1ccc(F)cc1)N1CCCC(C(=O)N2CCCCC2)C1 (stereo not drawn)	-18%	-2%	2%	-5%	1.1	6%	-7%	-4%	-3
21	CC1=C(C(=O)Nc2ccccc2F)C(c2ccsc2)C2=C(CC(C)(C)CC2=O)N1 (stereo not drawn)	?	-10%	-13%	4%	0.3	-8%	-17%	-6%	0
22	Cn1cc(CN2CCCC(CO)(Cc3ccccc3)C2)c2ccccc21 (stereo not drawn)	?	-13%	-1%	2%	-0.8	12%	i	4%	20
23	Cc1ccc(F)cc1NC(=O)CN1CCN(c2ccccn2)CC1	-1%	1%	14%	-8%	0.2	10%	i	1%	4
24	O=C(NCc1ccccc1CN1CCCC1)c1cccc(S(=O)(=O)N2CCCC2)c1	-3%	-14%	9%	-4%	1.4	9%	-17%	5%	-1
25	CCN1/C(=C/C=C/c2oc3ccc(-c4ccccc4)cc3[n+]2CC)Oc2ccc(-c3ccccc3)cc21	?	-110%	?	-7%	?	40µM*	-33%[inhibitor]	303%[activator]	-57*
26	O=C(O)CCc1nc(-c2ccccc2Cl)no1	10%	-2%	4%	2%	-0.5	0%	-11%[57.5 µM]	-13%	6
27	COc1ccc(CCNC(=O)Cc2c(Cl)cccc2Cl)cc1	?	-4%	-1%	9%	0.8	-1%	-19%	-8%	-1
28	Cn1nnc(NC(=S)NC(=O)c2ccc3ccccc3c2)n1	5%	-18%	-8%	-2%	0.6	5%	i	-6%	-23
29	C=CCC(C(=O)Oc1c(C(C)(C)C)cc(C)cc1C(C)(C)C)c1ccccc1 (stereo not drawn)	7%	6%	0%	-1%	-1.9	-19%	-4%	6%	2
30	O=S(=O)(Oc1ccccc1)c1cccnc1	-11%	3%	-8%	0%	-5.1	-3%	i	11%	0
31	O=C(NCc1ccccc1)/C(=N\O)c1ccccc1	7%	1%	-8%	-1%	-0.7	2%	-38%	13%	-8
32	O=C(Nc1nc(-c2cccs2)c(C(=O)C(F)(F)F)s1)c1ccco1	-3%	-5%	-19%	-1%	0.2	6%	-18%	-6%	0
33	CC(C)C(O)(CC#CCN1CCCC1)c1ccccc1 (stereo not drawn)	?	-5%	2%	-1%	2.5	-5%	?	-8%	2
34	CC1CCCN(S(=O)(=O)CCNC(=O)c2ccccc2)C1 (stereo not drawn)	-3%	0%	5%	-1%	-0.3	3%	i	-3%	2
35	C[C@@H]1CCCCO[C@H](CN(C)S(=O)(=O)c2cccs2)[C@H](C)CN([C@@H](C)CO)C(=O)c2cc(NC(=O)NC3CCCCC3)ccc2O1	?	-21%	5%	23%	-3.7	9%	-20%	-24%	3
36	O=c1[nH]c(Nc2ccc3c(c2)OCCO3)nnc1Cc1ccc(Cl)cc1	15%	-14%	0%	8%	-0.5	0%	-81%	-9%	0
37	COc1ccc(CNC(=O)C[C@H]2C(=O)N(Cc3ccccc3)C[C@@H]2Cc2ccccc2)cc1	?	-10%	?	-4%	-2.5	5%	-26%	-11%	0
38	CC(C)CNC(=O)CN(C)S(=O)(=O)c1ccc(F)cc1	11%	-20%	13%	2%	-0.7	6%	-1%	?	3
39	COc1cc(C(=O)Nc2ccc(C)cc2C(NCC(=O)NN)c2ccccc2)cc(OC)c1OC (stereo not drawn)	2%	-8%	4%	7%	-1.1	9%	-2%	-3%	-5
40	O=Cc1ccc(OCC(=O)NCC2CCCO2)cc1 (stereo not drawn)	10%	-4%	-10%	5%	-0.2	2%	-4%	3%	0
41	O=C(NCc1cccc(Br)c1)C1CC(c2ccccc2[N+](=O)[O-])=NO1 (stereo not drawn)	?	-5%	8%	8%	0.7	2%	-15%	-14%	-3
42	CCn1c(SCC(=O)NCc2ccccc2)nc2nc3c(cc2c1=O)CCCC3	-6%	3%	6%	4%	-0.9	6%	i	-8%	-4
43	Cc1cc(C)n2nc(CNS(=O)(=O)c3ccc([N+](=O)[O-])cc3)nc2n1	-18%	4%	-7%	4%	-3.0	2%	i	5%	-1
44	CC(C)(C)c1cc(NC(=O)c2ccco2)n(-c2ccccc2)n1	-5%	-2%	5%	8%	1.8	0%	-1%	0%	-1
45	Cn1c(=O)c2c(nc(SCCN3CCOCC3)n2Cc2ccc(Cl)cc2)n(C)c1=O	15%	-2%	-6%	14%	0.8	-2%	i	-4%	-3
46	COc1cc([N+](=O)[O-])cc(/C=N/NC(=O)c2cncc(Br)c2)c1O	-6%	-10%	-33%	-4%	0.1	0%	-4%	2%	-15
47	COc1ccc(C(=O)NC2CCN(C(=S)NCCc3ccccc3)CC2)cc1	?	-11%	-3%	8%	-2.0	-13%	-4%	9%	0

5 entries from above, ordered by length of the SMILES, descending:
No.	canonical_smiles	GLP-1R inv ag	PLK1 PBD block	GLP1R cytotox	GLP-1R agonist	IL2 activator	EPAC1 agonist	PTHR1 ag	EPAC1 antag	PI5P4K alpha inh
43	Cc1cc(C)n2nc(CNS(=O)(=O)c3ccc([N+](=O)[O-])cc3)nc2n1	-18%	4%	-7%	4%	-3.0	2%	i	5%	-1
45	Cn1c(=O)c2c(nc(SCCN3CCOCC3)n2Cc2ccc(Cl)cc2)n(C)c1=O	15%	-2%	-6%	14%	0.8	-2%	i	-4%	-3
46	COc1cc([N+](=O)[O-])cc(/C=N/NC(=O)c2cncc(Br)c2)c1O	-6%	-10%	-33%	-4%	0.1	0%	-4%	2%	-15
42	CCn1c(SCC(=O)NCc2ccccc2)nc2nc3c(cc2c1=O)CCCC3	-6%	3%	6%	4%	-0.9	6%	i	-8%	-4
44	CC(C)(C)c1cc(NC(=O)c2ccco2)n(-c2ccccc2)n1	-5%	-2%	5%	8%	1.8	0%	-1%	0%	-1

Bioassay records: PubChem BioAssay, National Center for Advancing Translational Sciences (NCATS)

This is a subset; the hit share may differ from the screen's.
